# PLCg1 inh: blocks human PLC-gamma1 enzyme activity; purified PLC-gamma1, fluorogenic substrate, fluorescence; inhibition, % at 12.2 µM; hit rate 0.84% among 370,000; in the data active = inhibition above about 9.5%
# ADAM17 inh: ADAM17 inhibition, QFRET primary screen | P78536 | recombinant ADAM17, EDANS/DABCYL FRET peptide cleavage | inhibition, % at 6.95 µM | hit rate 0.83% among 370,000;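 active = inhibition above the mean of compounds lying between control limits plus 3 SD, set per campaign, cut at about 8.5% in these data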;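 also: 0% = DMSO-only wells as the low control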
# TDP2 absorb: TDP2 (human) inhibition, absorbance primary screen; O95551; recombinant TDP2, T5PNP hydrolysis, p-nitrophenol absorbance 415 nm; inhibition, % at 12.8 µM; hit rate 0.34% among 370,000;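 active = inhibition above the mean of all tested compounds plus 3 SD, set per campaign, cut at about 25% in these data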;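 also: 0% = DMSO with enzyme and 100% = buffer with substrate but no TDP2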
#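 System – recombinant human TDP2 · Quantity – TDP2 enzyme at 120 nM final · Doses – single concentration, 12.8 µM nominal, with 1% DMSO · Incubation – 2 h at 37 °C · Measured by – epi absorbance of p-nitrophenol freed from T5PNP by hydrolysis · Read-out – % inhibition relative to enzyme-containing and enzyme-free wells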
# ADAM10 inh: inhibitors of human ADAM10 | recombinant ADAM10, EDANS/DABCYL FRET peptide cleavage, 3 h | inhibition, % at 7 µM | hit rate 0.62% among 370,000 | O14672;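 active = inhibition above a per-campaign cutoff equal to the mean of compounds falling between control-based bounds plus 3 SD, cut at about 20% in these data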;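 also: 0% = DMSO wells while the 100% control is not disclosed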
# DDE Tn6 FP inh: inhibitors of Tn6 peptide binding to human fibrin DD(E); hit rate 0.21% among 370,000; P02675; Fibrin DD(E) TRITC-Tn6 fluorescence polarization displacement; inhibition, % at 8.3 µM; AID 720509;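 active = inhibition above a per-campaign cutoff: mean of compounds within control limits plus 3 SD, cut at about 15% in these data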;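 also: 0% = median of all compound wells on the plate and 100% = blocking peptide control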
# Target sequence (P02675 whole entry, looked up): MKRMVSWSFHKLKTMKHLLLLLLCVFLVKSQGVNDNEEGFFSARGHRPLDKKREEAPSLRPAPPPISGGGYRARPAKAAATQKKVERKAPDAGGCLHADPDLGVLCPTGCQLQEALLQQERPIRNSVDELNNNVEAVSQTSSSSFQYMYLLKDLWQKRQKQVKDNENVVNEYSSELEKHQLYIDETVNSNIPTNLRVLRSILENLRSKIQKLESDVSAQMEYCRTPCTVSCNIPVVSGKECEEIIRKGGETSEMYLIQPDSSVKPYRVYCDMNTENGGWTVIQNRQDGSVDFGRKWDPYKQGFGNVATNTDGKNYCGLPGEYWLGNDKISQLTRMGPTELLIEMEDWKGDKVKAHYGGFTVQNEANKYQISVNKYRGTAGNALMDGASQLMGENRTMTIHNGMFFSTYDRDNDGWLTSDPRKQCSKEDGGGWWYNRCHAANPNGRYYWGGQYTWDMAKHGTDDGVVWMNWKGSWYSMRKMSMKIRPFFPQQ
# ASAP1 GAP inh: inhibitors of human ASAP1 ArfGAP activity; Q9ULH1; ASAP1-stimulated ARF1 GTP hydrolysis, GDP FP detection; inhibition, % at 16.5 µM; hit rate 0.19% among 360,000; in the data active = inhibition above about 25%;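 also: 0% = vehicle with enzyme and substrate and 100% = no enzyme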
# ARFGAP1 inh: inhibitors of rat ARFGAP1; Q62848; Arfgap1-stimulated ARF1 GTP hydrolysis, GDP FP detection; inhibition, % at 16.5 µM; hit rate 0.26% among 360,000; AID 651572;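 active = inhibition above a per-plate limit, mean inhibition of low control wells plus 3 SD, cut at about 25% in these data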;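 also: 0% = DMSO wells with enzyme and 100% = wells lacking Arfgap1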
# Target sequence (Q62848 1-136 limits assumed): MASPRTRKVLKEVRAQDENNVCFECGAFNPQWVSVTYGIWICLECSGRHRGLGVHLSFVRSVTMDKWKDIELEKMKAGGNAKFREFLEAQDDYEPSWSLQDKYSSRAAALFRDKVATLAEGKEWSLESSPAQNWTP
#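 System: truncated rat Arfgap1 GAP domain / Benchmarks: high control wells lacking Arfgap1, low control full reaction with DMSO / Times: compound-enzyme preincubation 20 min, reaction 120 min, detection 60 min, 25 °C / Repeats: one replicate per compound / Also added: human ARF1(Δ1-17)-GTP substrate / Measured by: Tracer-displacement fluorescence polarization with EDTA stop, 620/688 nm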
# Tn7 DDE FP: DD(E)-Tn7 binding inhibition, primary FP screen; P02675; FP displacement of FITC-Tn7 peptide from fibrin DD(E); 0% = median of compound wells per plate; inhibition, % at 8.3 µM; hit rate 0.13% among 370,000; AID 720508;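 active = inhibition above the mean of compounds falling within the control limits plus 3 SD of them, cut at about 14% in these data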;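 also: 0% = plate median of compound wells and 100% = 10 µM Aha-Tn7 peptide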
#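 Assay system: Human clot-derived fibrin DD(E) complex | Buffer or medium: Tris/NaCl/CaCl2 buffer, pH 7.8 | Repeats: One replicate per compound | Benchmarks: Aha-Tn7 high control | Measure: % inhibition scaled between sample-field median and high-control FP | Schedule: 10 min plus 3 h, room temperature | Signal: Fluorescence polarization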
# proKLK7 act: activates the human kallikrein-7 zymogen | P49862 | purified proKLK7, EDANS-DABCYL substrate fluorescence; 100% is mature enzyme control, 0% vehicle | activation, % at 7 µM | hit rate 0.9% among 370,000 | AID 652039;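 active = activation above the mean of all tested compounds plus 3 SD, computed per campaign excluding outliers beyond control limits, cut at about 13% in these data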
# Target sequence (P49862 whole entry, looked up): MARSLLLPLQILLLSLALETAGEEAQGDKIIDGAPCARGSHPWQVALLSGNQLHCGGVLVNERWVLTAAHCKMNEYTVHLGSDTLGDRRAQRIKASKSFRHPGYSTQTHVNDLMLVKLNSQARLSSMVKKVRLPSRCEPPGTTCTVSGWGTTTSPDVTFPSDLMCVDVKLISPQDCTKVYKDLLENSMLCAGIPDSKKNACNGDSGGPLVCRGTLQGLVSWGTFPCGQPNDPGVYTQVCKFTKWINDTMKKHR
# LEDGF integ inh: blocks HIV-1 LEDGF/p75-dependent DNA integration; TR-FRET IN-LEDGF/p75 DNA integration, Eu/Cy5; inhibition, % at 3.7 µM; hit rate 0.64% among 370,000; AID 743269;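 active = inhibition above the screen-wide mean plus 3 SD, cut at about 13% in these data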;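 also: signal is the Cy5 over europium emission ratio at 671 and 618 nm; 0% = plate median of compound wells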
# * marks the source's active call; other numbers are inactive results; i = inactive.
SMILES,PLCg1 inh,ADAM17 inh,TDP2 absorb,ADAM10 inh,DDE Tn6 FP inh,ASAP1 GAP inh,ARFGAP1 inh,Tn7 DDE FP,proKLK7 act,LEDGF integ inh
CCN(CC)CCCN(Cc1cc2cc3c(cc2[nH]c1=O)OCO3)C(=S)NCCOC,-61,-308,-2,i,-5,-3,3,4,5.5,0
Cn1c(=O)c(=O)n(C)c2cc(S(=O)(=O)N3CCN(c4ccccc4F)CC3)ccc21,0,-5,-1,4,9,2,-1,3,-0.3,-2
CCOC(=O)C1(Cc2ccc(Cl)cc2)CCN(C(=O)C2CCCO2)CC1 (centres undefined),-2,-3,0,0,-2,-5,0,8,-0.5,-4
[O-]/C(=C(\C(=S)Nc1ccccc1F)[n+]1ccccc1)c1ccc(-c2ccccc2)cc1,-4,-6,-3,-5,-3,6,-5,0,-1.5,-2
COc1ccc(OC)c2nc(-c3ccc4c(c3)OCO4)ccc12,-104,-7,-4,-10,0,-1,10,2,1.2,-1
Cc1ccccc1CC(=O)Nc1ccc2c(c1)c(=O)n(C)n2-c1cccs1,-29,-9,-2,-26,4,4,-8,-4,0.8,3
OC(c1cc(Cl)cc(Cl)c1)c1ncc(-c2ccccc2F)[nH]1 (centres undefined),8,5,-11,12,14,17,13,-1,0.9,7
Cc1ccccc1-n1c(SCC(=O)Nc2ccccc2)nc2nc3c(cc2c1=O)CCCC3,3,7,-15,12,-4,0,0,-7,-0.8,2
CC(C)(C)OC(=O)N1CCC(CNC(=O)c2ccc(F)cc2F)CC1,0,0,18,0,3,5,-8,8,0.1,3
O=C1C(Cc2c[nH]c3ccccc23)NC(=S)N1Cc1ccccc1 (centres undefined),6,3,5,-1,11,-5,17,7,0.6,-1
CCOc1ccc(C(=O)NCC(=O)NCC2CCCCC2)cc1OCC,0,1,21,-2,10,-8,-2,-2,-0.1,3
COc1ccc(Cl)cc1N(CC(=O)N/N=C/c1ccc(OCC(N)=O)cc1)S(C)(=O)=O,-4,1,-3,6,7,-5,-9,-3,0.1,-2
Clc1ccc(CSc2nnc(NC3=NCCCCC3)s2)cc1,5,5,-7,9,-1,-5,-7,3,0.7,-1
O=C(OCn1nnc2ccccc2c1=O)c1ccc(F)c(S(=O)(=O)N2CCOCC2)c1,0,-1,6,0,8,-9,6,0,-0.8,2
O=C(c1ccc(Cl)c(S(=O)(=O)N2CCOCC2)c1)N1CCOCC1,0,1,-1,0,-3,3,-1,-5,0.6,4

# Grouped by structure, those above containing an aryl thioether with sulfur outside any ring
SMILES,PLCg1 inh,ADAM17 inh,TDP2 absorb,ADAM10 inh,DDE Tn6 FP inh,ASAP1 GAP inh,ARFGAP1 inh,Tn7 DDE FP,proKLK7 act,LEDGF integ inh
Cc1ccccc1-n1c(SCC(=O)Nc2ccccc2)nc2nc3c(cc2c1=O)CCCC3,3,7,-15,12,-4,0,0,-7,-0.8,2
Clc1ccc(CSc2nnc(NC3=NCCCCC3)s2)cc1,5,5,-7,9,-1,-5,-7,3,0.7,-1

# Remaining list, next part:
SMILES,PLCg1 inh,ADAM17 inh,TDP2 absorb,ADAM10 inh,DDE Tn6 FP inh,ASAP1 GAP inh,ARFGAP1 inh,Tn7 DDE FP,proKLK7 act,LEDGF integ inh
O=c1[nH]c2ccccc2nc1-c1ccccc1,-107,-187,2,i,-1,10,-7,3,1.0,-6
O=c1oc2ccccc2c(CNc2ccccc2)c1[N+](=O)[O-],0,4,41*,8,1,-1,9,0,-0.4,9
COc1ccc(-c2sc3cc(OC)c(OC)cc3c2C#CCCO)cc1,-31,-46,-3,-177,-3,-4,-8,2,-7.2,-1
Cc1csc(NC(=O)CSc2nnc(CCNC(=O)c3ccc(Cl)c(Cl)c3)n2C)n1,1,-7,-8,-3,-8,8,-8,0,0.6,-6
CN(Cc1ccccc1)C(=O)c1[nH]cnc1C(=O)NCC(=O)OC(C)(C)C,1,-3,3,-4,0,-6,-8,4,0.1,-1
Cc1sc2ncnc(Sc3ccccc3C(=O)Nc3ccccc3Cl)c2c1C,3,1,-2,-7,1,6,-14,-6,0.5,3
COc1ccc2oc(C(=O)OC(C)C(=O)NCc3ccccc3)c(C)c2c1 (centres undefined),-167,-79,-4,-241,2,-4,10,1,1.5,2
COC(=O)c1c(NC(=O)C(C)C)sc2c1C(C(=O)OC)CC2 (centres undefined),0,-6,3,-24,6,2,2,7,0.9,0
CCc1noc(C)c1C(=O)OC(C)C(=O)Nc1cc([N+](=O)[O-])ccc1OC (centres undefined),3,-3,0,-1,0,8,7,-4,0.4,4
CC(C)C[C@H](NC(=O)c1nc[nH]c1C(=O)NCCCCCN)C(=O)OCc1ccccc1,2,3,-1,-11,-9,7,4,-6,-0.3,1
N#CCCN(C(=O)CSc1nnc(-c2ccncc2)n1C1CC1)c1ccccc1,3,-3,-3,-11,4,14,-6,-3,-0.7,-1
O=C(Nc1nnc(S(=O)(=O)N2CCCC2)s1)c1ccccc1F,-12,-3,0,-9,-3,6,9,-4,-0.1,1
Cc1ccccc1OCC(O)COc1ccccc1C,3,6,-5,13,-4,8,13,-1,0.3,0
CC1=C(C(=O)Nc2ccccc2)C(c2ccco2)C(C#N)=C(SCC(N)=O)N1 (centres undefined),8,1,-14,11,0,12,5,-2,-1.0,7
Cc1ccc(Nc2nc(N)nc(CN3CCN(c4ccccc4F)CC3)n2)cc1,-21,-1,10,4,-3,7,-3,-1,0.5,4
CSc1ccccc1C(=O)NCc1ccc(F)cc1,-6,2,-3,5,8,-12,6,6,0.5,-2
CCOc1cc(C(C#N)N2CCCCC2)ccc1OC (centres undefined),4,-5,6,-1,7,-4,-5,3,0.0,-1
O=C1CCC(=O)c2ccc3c4c(ccc1c24)CC3,-97,-189,13,i,6,0,0,1,7.7,44*
COc1cccc(COc2ccc3ccc(=O)oc3c2)c1,-4,-20,2,-55,1,-6,1,-5,1.0,1
Cc1cc(-c2nnc(SCC(=O)Nc3cccc(Cl)c3)n2N)n[nH]1,-2,3,19,2,0,-4,10,1,-0.2,3
CCCc1nc2c(sc3nc4c(cc32)COC(C)(C)C4)c(=O)o1,-12,0,-7,-10,6,-3,-16,4,-0.1,0
Cc1nn(-c2ccc(Cl)cc2)c(=O)c2c(C)noc12,2,-2,-14,0,5,-3,3,0,0.2,-1
CCCN(C(=O)c1cc(Cl)nc2ccccc12)C1CCS(=O)(=O)C1 (centres undefined),0,-3,1,-2,-1,-27,4,3,-0.4,-1
Cc1ccc(S(=O)(=O)N2CCN(c3ccc([N+](=O)[O-])c(Sc4nncn4C)c3)CC2)cc1,4,6,-8,8,4,3,1,-1,0.4,4
CN(CC(=O)Nc1ccc(Cl)cc1)C(=O)CNC(=O)c1ccc2ccccc2c1,7,-6,-8,-11,-7,5,20,-2,-1.2,-6
CC(C)(C)c1ccc(C(=O)NC(=S)Nc2sc3c(c2C#N)CCC3)cc1,-4,-4,-2,-7,2,5,2,7,0.0,2
COC(=O)c1ccc2c(=O)n(CCN3CCOCC3)c(SCC(=O)C(C)(C)C)nc2c1,-1,-3,7,5,-1,10,2,9,0.2,-2
Cc1cccn2c(=O)c3cc(C#N)c(=NC(=O)c4cccnc4)n(CC4CCCO4)c3nc12 (centres undefined),-203,-415,5,i,6,8,-3,3,17*,3
Cc1ccc(C(=O)OCC(=O)NNC(=O)c2cccs2)c(O)c1,-2,-5,-12,-1,2,9,-2,7,2.6,2
COc1ccc(OC)c(N(CC(=O)Nc2ccccc2)S(=O)(=O)c2ccccc2)c1,0,2,8,8,-7,6,6,-6,-0.4,1
COc1cc(-c2cn(S(=O)(=O)c3cccc4nsnc34)nc2N)cc(OC)c1OC,1,3,-4,6,-1,1,-7,1,-0.4,1
Cc1ccc(CNC(=O)c2cccnc2Cl)cc1,2,0,0,-3,6,3,0,-7,0.5,-2
Cc1ccc(C(=O)C2Oc3ccccc3C3CC(c4ccc(C)cc4)=NN23)cc1 (centres undefined),-1,0,6,3,8,-3,-9,4,0.1,0
Cc1ccc(CSC2=NCCN2S(=O)(=O)c2ccc(C)cc2)cc1,1,4,-14,11,1,-1,10,-3,-0.6,2
Cc1cccc(CCNC(=O)C2CCN(S(=O)(=O)c3cccc4cccnc34)CC2)c1,-1,-2,-5,0,-6,9,0,4,-0.3,-5
O=C(CN1C(=O)NC2(CCCC2)C1=O)Nc1cc(C(F)(F)F)ccc1N1CCOCC1,1,-5,-6,-21,5,-6,-12,7,-0.4,-1
COc1ccccc1-n1c(SCC(=O)c2ccc(O)cc2O)nc2cc([N+](=O)[O-])ccc21,-7,8,12,26*,0,-1,2,1,0.4,0
COc1ccccc1C(C)NC(=O)CCNC(=O)c1ccc(Cl)cc1 (centres undefined),1,-3,8,-4,1,-1,5,2,-0.5,-3
CCOC(=O)c1c(NC(=O)COC(=O)c2ccccn2)sc(C(=O)N(C)C)c1C,1,-2,12,-6,-14,4,14,0,0.6,0
N#C/C(C(=O)Oc1ccccc1)=C1/Nc2ccccc2-c2ccccc21,0,1,1,3,-1,6,-17,3,-0.5,2
COc1ccc(CN2CCCC2C(=O)Nc2ccc(OC)c(OC)c2)cc1OC (centres undefined),5,7,-12,7,-2,6,-12,-3,0.5,7
CCOc1ccccc1OCC(=O)Nc1cccc(S(=O)(=O)NC2=NCCCCC2)c1,5,-7,3,-5,6,-7,4,2,-0.1,0
CCN(CC)S(=O)(=O)c1ccc(N2CCOCC2)c(NC(=O)C2CCCO2)c1 (centres undefined),0,-3,-3,-6,2,3,-4,1,-0.1,0
CCCNC(=O)c1ccc(N2CCC3(CC2)CC(c2cccc(Br)c2)=NO3)c(NC(=O)c2ccco2)c1,-3,1,-9,13,7,8,-2,2,-6.0,1

# Gathered by group: those above containing a furan ring, fused or not (three)
SMILES,PLCg1 inh,ADAM17 inh,TDP2 absorb,ADAM10 inh,DDE Tn6 FP inh,ASAP1 GAP inh,ARFGAP1 inh,Tn7 DDE FP,proKLK7 act,LEDGF integ inh
COc1ccc2oc(C(=O)OC(C)C(=O)NCc3ccccc3)c(C)c2c1 (centres undefined),-167,-79,-4,-241,2,-4,10,1,1.5,2
CC1=C(C(=O)Nc2ccccc2)C(c2ccco2)C(C#N)=C(SCC(N)=O)N1 (centres undefined),8,1,-14,11,0,12,5,-2,-1.0,7
CCCNC(=O)c1ccc(N2CCC3(CC2)CC(c2cccc(Br)c2)=NO3)c(NC(=O)c2ccco2)c1,-3,1,-9,13,7,8,-2,2,-6.0,1

# Screening data deposited in PubChem by The Scripps Research Institute Molecular Screening Center.
